Compound activity: PubChem BioAssay, several laboratories
PERK inh: human PERK inhibition, primary cell-based screen. Q9NZJ5. CHO PERK-DD fusion, SEAP luminescence translation reporter. inhibition, % at 5.6 µM. 220,000 compounds, 0.17% hits. AID 1416;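 active = inhibition above the mean inhibition of all tested compounds plus 3 SD, set separately per screening campaign, cut at about 2.9% in these data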;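 note: PERK kinase domain activated by AP20187 dimerizer at 100 nM; 0% = DMSO with dimerizer and 100% = rapamycin at 8.4 µM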
Mdm2 ligase inh: inhibitors of human Mdm2 E3 ubiquitin ligase; cell-based MDM2 ubiquitination luciferase reporter, 2 h; 0 = plate control, 100 = twice control, blank-subtracted; 210,000 compounds, 0.11% hits; signal enhancement, % at 5 µM; Q00987;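 active = signal enhancement of 30% or more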;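 note: luminescence tracks abundance of the self-degrading MDM2-luciferase fusion protein; higher signal means inhibition of MDM2 E3 ligase activity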
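Material: Stable MDM2–luciferase fusion reporter cells | Amount: 2000 cells seeded into each well | Dosing: One concentration, 5 µM, with 0.2% DMSO | Incubation: 4 h cell settling then 2 h compound exposure, 37 °C | Measured by: Luciferase luminescence | Read-out basis: % enhancement relative to plate controls after blank subtraction | Benchmarks: Control and blank well means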
Rad51 HR inh: blocks human Rad51 in homologous recombination; Q06609; hRad51 DNA strand exchange, fluorescence dequenching; inhibition, % at 10 µM; 200,000 compounds, 0.085% hits; AID 1385;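 active = inhibition above 40% at the single screening dose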;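 note: 0% = DMSO control wells and 100% = blanks with heterologous ssDNA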
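Material: hRad51 filaments on single-stranded DNA; Reagent: Donor/quencher-labelled 47-bp dsDNA substrate; Compound: 10 µM final, single point; Schedule: 37 °C 15-min filament assembly, 30-min compound preincubation, 15-min exchange; Technique: FRET fluorescence, excitation 485 nm, emission 520 nm; Benchmarks: control wells and blank wells on each plate.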
Calpain2 inh: calpain II (pig) inhibition. purified calpain II, fluorogenic peptide substrate, 30 min. 220,000 compounds, 0.37% hits. inhibition, % at 16 µM;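 active = inhibition above about 50%, limit read from the data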
eIF4E-4G inh: inhibitors of eIF4E and eIF4G interaction in translation initiation | TR-FRET eIF4E-eIF4GI(517-606) binding, 2 h | inhibition, % at 21.7 µM | 220,000 compounds, 0.37% hits | AID 782;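 active = inhibition above about 30%, limit read from the data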;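 note: 0% = full FRET control wells and 100% = background wells lacking eIF4GI fragment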
KCC2 mod: KCC2 (human) Cl- transport modulation; KCC2 cells, thallium flux FluoZin-2 fluorescence; Q9H2X9; 190,000 compounds, 2.2% hits; B-score of Tl+ flux slope (higher = more flux/activation; lower = inhibition) at 10 µM;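 active = thallium flux slope and its plate-corrected score both differing from the plate sample mean at a set confidence after two filtering rounds, in either direction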;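 note: slope of fluorescence scaled to starting intensity during 10 to 20 s after thallium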
Target sequence (Q9H2X9 whole entry, looked up): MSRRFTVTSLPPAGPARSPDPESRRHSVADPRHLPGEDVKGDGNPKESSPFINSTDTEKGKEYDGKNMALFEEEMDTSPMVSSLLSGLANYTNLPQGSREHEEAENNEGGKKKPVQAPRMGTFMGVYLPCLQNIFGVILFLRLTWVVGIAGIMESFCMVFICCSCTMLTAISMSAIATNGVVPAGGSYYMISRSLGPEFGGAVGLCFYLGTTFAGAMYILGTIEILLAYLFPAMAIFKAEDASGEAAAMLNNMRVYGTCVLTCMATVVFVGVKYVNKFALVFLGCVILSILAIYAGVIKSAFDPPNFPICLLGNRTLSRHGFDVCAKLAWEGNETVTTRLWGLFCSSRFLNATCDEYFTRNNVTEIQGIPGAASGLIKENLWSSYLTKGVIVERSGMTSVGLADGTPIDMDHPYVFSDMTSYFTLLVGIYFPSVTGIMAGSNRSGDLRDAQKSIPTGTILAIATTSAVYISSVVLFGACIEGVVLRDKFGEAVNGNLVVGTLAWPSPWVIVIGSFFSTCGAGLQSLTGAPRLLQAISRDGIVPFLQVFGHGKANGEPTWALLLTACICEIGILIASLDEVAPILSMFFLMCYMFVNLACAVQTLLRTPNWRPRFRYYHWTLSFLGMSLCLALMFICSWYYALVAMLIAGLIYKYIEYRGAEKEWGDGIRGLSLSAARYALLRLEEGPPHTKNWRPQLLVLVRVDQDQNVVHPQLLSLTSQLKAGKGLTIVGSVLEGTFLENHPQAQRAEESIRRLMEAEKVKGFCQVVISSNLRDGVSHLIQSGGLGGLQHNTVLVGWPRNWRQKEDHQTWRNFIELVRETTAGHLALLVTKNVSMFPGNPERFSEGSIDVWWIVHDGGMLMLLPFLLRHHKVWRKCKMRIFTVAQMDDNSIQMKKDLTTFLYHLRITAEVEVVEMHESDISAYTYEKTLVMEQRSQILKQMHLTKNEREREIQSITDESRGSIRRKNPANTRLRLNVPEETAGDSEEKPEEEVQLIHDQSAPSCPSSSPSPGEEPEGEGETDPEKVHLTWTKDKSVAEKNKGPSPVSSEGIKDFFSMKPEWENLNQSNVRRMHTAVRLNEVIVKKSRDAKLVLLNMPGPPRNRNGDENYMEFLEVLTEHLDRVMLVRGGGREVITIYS
zVAD death inh: blocks zVAD induced death of L929 cells; L929 zVAD necroptosis rescue, ATP luminescence, 24 h; with zVAD 60 µM; viability rescue, % at 10 µM; 220,000 compounds, 0.38% hits;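 active = activation, scaled between plate controls, above about 75%, limit read from the data; inactive = activation under that limit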;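 note: 0% = zVAD with DMSO and 100% = DMSO alone without zVAD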
EBV gp42 inh: inhibitors of Epstein-Barr virus glycoprotein 42; Q1HVG2; Fluorescence polarization binding assay, mP read-out; inhibition, % (tested at 21.74 µM); 220,000 compounds, 0.42% hits; AID 1085; in the data active = inhibition above about 50%
TNF death inh: blocks TNF-alpha induced death of Jurkat FADD-/- cells; activation (protection from cell death), % at 10 µM; AID 463075; 220,000 compounds, 0.068% hits; Jurkat FADD-/- TNF necroptosis rescue, ATP luminescence, 24 h; 0 = TNF only, 100 = no-TNF cells;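 active = activation, meaning protection from cell death, of at least 50% relative to plate controls; inactive = activation below 50%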;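 note: necroptosis triggered by 40 ng/mL TNF-alpha added together with compound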
Starred values were filed as active, the others as inactive; nt = not tested or not shown; [ ] = remark or other dose.

Preview (two entries):
1) COc1ccc(Cc2nc(-c3ccncc3)no2)cc1
2) CC1SC(C)C(=O)N(CC(=O)NCc2ccc(F)cc2)C1=O (stereo unspecified)
Compound,1,2
Calpain2 inh,12,7
KCC2 mod,0.1,0.66
Rad51 HR inh,3,-3
zVAD death inh,0.2,0.3
PERK inh,0.8,0.8
EBV gp42 inh,-28,-13
eIF4E-4G inh,4,9
Mdm2 ligase inh,-10,-48
TNF death inh,0.9,0.8

Main list, from the start:
1) COc1ccc(Cc2nc(-c3ccncc3)no2)cc1
2) CC1SC(C)C(=O)N(CC(=O)NCc2ccc(F)cc2)C1=O (stereo unspecified)
3) Cc1ccc(S(=O)(=O)N(C)CC(=O)N2CCN(C(=O)c3ccco3)CC2)cc1
4) C/C(=N\NC(=O)c1ccc(NS(=O)(=O)c2cccs2)cc1)c1ccc(O)cc1O
5) COc1ccc(Cc2nnc(NC(=O)c3ccc(OC)c(OC)c3)s2)cc1OC
6) COc1ccc(C2CC(c3ccc4ccccc4c3)=NN2C(=O)CNC2CCCCC2)cc1 (stereo unspecified)
7) Cn1c(N2CCC(C(N)=O)CC2)nc2c1c(=O)n(Cc1cccc(Br)c1)c(=O)n2C
8) Cc1ccc(CNC(=O)CCS(=O)(=O)c2ccc(Br)cc2)cc1
9) Cc1sc(NC(=O)c2ccccc2)c(C(c2ccccn2)N2CCN(CCO)CC2)c1C (stereo unspecified)
10) COc1ccc(-c2nc3n(c(=O)c2C#N)CCS3)cc1
Compound,1,2,3,4,5,6,7,8,9,10
Calpain2 inh,12,7,-7,8,8,44,-15,-70,-26,-158
KCC2 mod,0.1,0.66,0.27,-2.1,-0.62,-2.3,-0.58,-0.44,-0.22,nt
Rad51 HR inh,3,-3,-1,16,-6,-33,-4,-14,4,-3
zVAD death inh,0.2,0.3,0.1,8.3,0.2,1.0,0.4,-0.2,0.6,1.4
PERK inh,0.8,0.8,-0.5,1.7,0.2,0.1,0.2,1.3,-0.7,-0.1
EBV gp42 inh,-28,-13,3,-11,0,-23,-20,18,4,-10
eIF4E-4G inh,4,9,5[fluorescence artefact?],-3,3,4,-4,4,-4,2
Mdm2 ligase inh,-10,-48,-4,-5,-4,-17,-18,-7,-6,-19
TNF death inh,0.9,0.8,1.9,5.3,0.5,3.7,-2.1,1.2,1.3,0.4

11) CCc1nnc2c(N(C)C)nc3ccccc3n12
12) COc1ccccc1NCC(=O)N/N=C(\C)c1ccc(Br)s1
13) CCn1c(=O)c2c3c(sc2n(C)c1=O)CCC3
14) COC(=O)c1ccc(COc2cccc(C)c2C)cc1
15) COc1ccc(CC(=O)Nc2ccc(-c3ccc4nnc(C)n4n3)cc2)cc1OC
16) C/C(=N/N=C1\SCC(=O)N1c1ccccc1)c1ccc(C)cc1
17) COCCCNC(=O)CSc1nc2cc3c(cc2c(=O)n1CCCC(=O)NCc1ccc(OC)cc1)OCO3
18) Cc1cccc(NS(=O)(=O)c2cc([N+](=O)[O-])ccc2C)n1
19) Cc1cc(C)c(NC(=O)C2=CCN(S(=O)(=O)c3ccc(F)cc3)CC2)c(C)c1
20) Cn1c(=N)n(CC(=O)c2cccs2)c2ccccc21
Compound,11,12,13,14,15,16,17,18,19,20
Calpain2 inh,-7,-4,-46,6,-34,4,-30,-7,-14,16
KCC2 mod,0.42,0.25,-1.4,2.3,1.9,0.23,1.4,-1.4,-0.35,0.38
Rad51 HR inh,nt,-9,-2,7,-33,4,18,-1,nt,-9
zVAD death inh,0.6,2.7,-0.3,-0.2,44,0.2,2.2,2.4,nt,0.1
PERK inh,1.1,-0.3,0.0,1.4,1.1,3.7*,1.8,0.0,0.1,-0.7
EBV gp42 inh,-10,-4,-12,-4,-2,-16,-5,-4,2,0
eIF4E-4G inh,0,-1[fluorescence artefact?],-3,-3,-4,2,5,2,3[fluorescence artefact?],-3
Mdm2 ligase inh,-3,-16,-9,-8,2,-12,0,-12,nt,-33
TNF death inh,-0.6,2.0,0.5,0.5,-4.5,2.2,2.5,-0.7,0.9,-0.4

21) Cc1ccccc1NC(=O)c1ccccc1
22) CCCCC(c1nnnn1CCOC)N1CCN(c2cccc(OC)c2)CC1 (stereo unspecified)
23) NC(=O)NC(=O)COC(=O)c1ccccc1Oc1ccccc1
24) CCn1c(SCC(=O)NCc2cccs2)nc2c1c(=O)n(C)c(=O)n2C
25) O=C(NCc1ccco1)c1ccc(-c2ccc(Cl)cc2)o1
26) COC(=O)c1ccc(Cl)c(NC(=O)CN2CCN(C)CC2)c1
27) NS(=O)(=O)c1ccc(CCNC(=O)c2ccccc2[N+](=O)[O-])cc1
28) COc1ccc(C2=NN(C(=O)CN3CCCCC3)C(c3ccc(C)cc3)C2)cc1 (stereo unspecified)
29) CSc1ccc(C2C(C#N)=C(N)Oc3cc4c(cc32)OCO4)cc1 (stereo unspecified)
30) CCCCOP(=O)(c1ccc(N(C)C)cc1)C(O)c1cccnc1 (stereo unspecified)
Compound,21,22,23,24,25,26,27,28,29,30
Calpain2 inh,-23,-9,-24,14,1,-3,14,4,20,-23
KCC2 mod,0.27,-1,-0.21,-0.04,-0.48,0.84,2.2,-0.53,-0.12,-0.46
Rad51 HR inh,-4,-1,-2,-2,-5,-4,-6,4,-3,5
zVAD death inh,-0.3,0.3,-1.2,0.5,0.3,0.4,0.4,-0.8,0.9,0.0
PERK inh,1.0,-1.1,1.8,-0.9,-0.3,0.0,0.2,-0.2,0.0,1.2
EBV gp42 inh,-8,-22,-33,-11,-2,5,0,-15,-2,-16
eIF4E-4G inh,1[fluorescence artefact?],1,-21,-2,-3,-9[fluorescence artefact?],0,-7,-5,2[fluorescence artefact?]
Mdm2 ligase inh,-10,-7,-8,-9,-6,-23,-2,-7,1,-4
TNF death inh,-2.4,0.1,0.3,0.6,1.7,1.6,2.7,1.7,-8.6,-0.2

31) Cc1nc(-c2ccc(Cl)cc2)sc1C1(C)CC(c2ccccc2F)=NO1 (stereo unspecified)
32) CC(C)(C)c1cccc(C2(O)C(=O)c3ccccc3C2=O)c1O
33) Cc1nc2sc(C(c3ccco3)N3CCOCC3)c(O)n2n1 (stereo unspecified)
34) O=c1cc(CN2CCN(c3cccc(Cl)c3)CC2)c2cc(O)c(-c3ccccc3)cc2o1
35) O=S(=O)(Nc1nc2ccc(S(=O)(=O)N3CCCCC3)cc2s1)c1ccccc1
36) COc1cc(/C=N/NC(=O)C(C)Nc2n[nH]c(=O)[nH]c2=O)cc(OC)c1O (stereo unspecified)
37) COC(=O)c1cc(OC)c(OC)cc1NC(=O)Nc1cccc(C(C)=O)c1
38) CCOC(=O)c1ccc(NC(=O)CSc2nc(C)cc(=O)[nH]2)cc1
39) O=C1CCC(CCC(=O)N2CCCC(C(=O)c3ccc4c5c(cccc35)CC4)C2)=NN1 (stereo unspecified)
40) CCCOc1ccc(C(=O)N/N=C/c2ccc(-c3ccc(S(=O)(=O)Nc4ncccn4)cc3)o2)cc1
Compound,31,32,33,34,35,36,37,38,39,40
Calpain2 inh,7,-5,-20,4,20,-6,13,-62,-161,-249
KCC2 mod,0.22,0.22,2.1,-0.096,-0.68,0.24,-1.8,nt,0.32,-0.09
Rad51 HR inh,10,nt,3,-6,11,-4,-15,-1,1,-2
zVAD death inh,0.1,0.5,0.4,0.1,0.9,0.8,-0.1,3.1,-0.3,0.9
PERK inh,nt,0.1,1.5,0.2,1.0,0.1,1.8,0.6,1.8,1.3
EBV gp42 inh,-17,-10,-7,-12,-7,-4,-4,24,6,-11
eIF4E-4G inh,-4,-3,5,2,11,-1[fluorescence artefact?],3,19,-2,9[fluorescence artefact?]
Mdm2 ligase inh,18,-7,-1,-5,4,-7,-48,-12,-6,-9
TNF death inh,1.6,-3.9,-2.1,-2.7,-0.1,1.1,-0.2,0.6,-0.4,-0.1

Down the list, as entered above:
Nos. 31 to 39 in Mdm2 ligase inh read 18, -7, -1, -5, 4, -7, -48, -12, -6

(cont.)
41) CCc1ccc(S(=O)(=O)Nc2ccc(N3CCN(C)CC3)cc2)cc1
42) Cn1cc(C(=O)c2cccc(Cl)c2Cl)cc1C#N
43) O=C(Nc1ccc(F)cc1)C1CCCCC1
44) Cc1ccc(C)c(N2CC(C(=O)O)CC2=O)c1 (stereo unspecified)
45) Cc1ccc(CCNC(=O)C2CCCN(C(=O)c3cc4sccc4n3C)C2)cc1 (stereo unspecified)
46) Cc1cc(C(=O)Nc2cccc3ncccc23)no1
47) CC(C)CN1C(=O)/C(=C/c2c(N3CCc4ccccc4C3)nc3ccccn3c2=O)SC1=S
Compound,41,42,43,44,45,46,47
Calpain2 inh,4,-10,0,-5,35,6,-22
KCC2 mod,-0.17,0.31,1.3,0.58,-1.7,nt,0.51
Rad51 HR inh,-19,7,2,5,-5,2,-475
zVAD death inh,0.7,0.7,0.0,9.3,0.4,7.0,0.9
PERK inh,-0.5,0.3,0.1,1.6,-0.9,0.5,-1.1
EBV gp42 inh,-2,8,-5,-27,1,-10,-30
eIF4E-4G inh,3,-7,-2,3,-1,1,-1
Mdm2 ligase inh,0,-9,-3,-11,-3,-16,-12
TNF death inh,0.3,1.4,0.7,0.1,-1.9,0.3,-3.2

2 entries picked at random from those above:
41) CCc1ccc(S(=O)(=O)Nc2ccc(N3CCN(C)CC3)cc2)cc1
47) CC(C)CN1C(=O)/C(=C/c2c(N3CCc4ccccc4C3)nc3ccccn3c2=O)SC1=S
Compound,41,47
Calpain2 inh,4,-22
KCC2 mod,-0.17,0.51
Rad51 HR inh,-19,-475
zVAD death inh,0.7,0.9
PERK inh,-0.5,-1.1
EBV gp42 inh,-2,-30
eIF4E-4G inh,3,-1
Mdm2 ligase inh,0,-12
TNF death inh,0.3,-3.2
